VLA-4 inh – inhibition in human VLA-4 binding assay, primary screen, VLA-4 allosteric modulator project, MLPCN library, flow cytometry, VLA-4 expressing cells; ligand binding flow cytometry; Integrin alpha-4 (Homo sapiens), P13612; 330,000 compounds, 0.2% hits; AID 2557, 2010; inhibition, % (about 7 µM as worked out from the volumes in the protocol); in the data active = inhibition above about 50%
procasp7 counter – procaspase-7 activators, primary screen, counter-screen for procaspase-3 activator project, biochemical, absorbance, HTS, human; AID 463210, 2010; activation, % at 8.5 µM; recombinant procaspase-7, Ac-DEVD-pNA absorbance 405 nm; D23A/D198A/D206A triple mutant, cannot self-cleave; scale: DMSO 0, 5 µM enzyme 100; 330,000 compounds, 0.093% hits; Caspase-7 (Homo sapiens), P55210;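 active = percent activation above the screen-wide mean plus 3 SD, cut at about 25% in these data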
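Detection: p-Nitroaniline absorbance at 405 nm, read at 0 and 120 min; system: Uncleavable procaspase-7 mutant enzyme; evaluation: % activation from two-timepoint absorbance difference, scaled to controls; times: 1 h enzyme–compound preincubation and 2 h substrate reaction, both 25 °C; buffer or medium: Zinc-free HEPES pH 7.4 with 300 mM NaCl, 0.01% Triton X-100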
PP1 inh – PP1-alpha phosphatase inhibitors, primary screen, counter-screen for PP5 inhibitor project, biochemical, fluorescence, OMFP substrate, single point. 320,000 compounds, 0.9% hits. purified PP1alpha. inhibition, % at 6.7 µM. AID 2235, 2010. Serine/threonine-protein phosphatase PP1-alpha catalytic subunit (Homo sapiens), P62136;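 active = inhibition above the mean inhibition of all tested compounds plus 3 SD, computed separately for each screening campaign, cut at about 15% in these data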
Target sequence (P62136 whole entry, looked up): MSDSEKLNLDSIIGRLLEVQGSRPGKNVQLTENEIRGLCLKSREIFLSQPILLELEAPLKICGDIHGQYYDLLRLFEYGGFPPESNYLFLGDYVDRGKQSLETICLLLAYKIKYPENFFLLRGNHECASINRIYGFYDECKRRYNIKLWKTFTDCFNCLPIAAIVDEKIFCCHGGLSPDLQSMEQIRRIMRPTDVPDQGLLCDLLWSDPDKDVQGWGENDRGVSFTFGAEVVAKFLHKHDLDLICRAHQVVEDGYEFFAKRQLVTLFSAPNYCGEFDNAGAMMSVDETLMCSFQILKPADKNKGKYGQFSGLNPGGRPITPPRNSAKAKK
CTSL1 counter – Fasciola hepatica cathepsin L1 inhibitors, primary screen, counter-screen for PFM18AAP inhibitor project, biochemical, QFRET, fluorogenic peptide substrate; recombinant F. hepatica cathepsin L1, Z-Leu-Arg-MCA fluorescence; inhibition, % at 5.96 µM; 300,000 compounds, 0.49% hits;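 active = inhibition above the mean of all tested compounds plus 3 SD, set per screening campaign, cut at about 17% in these data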;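 also: 0% = plate median of test compound wells and 100% = 1 µM Z-Phe-Ala-diazomethylketone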
GRK2 aptamer HTS – compounds blocking aptamer binding on GRK2 – biochemical, human GRK2, bead flow cytometry, HTS, primary screen; 330,000 compounds, 0.59% hits; FAM-aptamer displacement from GRK2; Beta-adrenergic receptor kinase 1 (Homo sapiens), P25098; inhibition of aptamer binding, % at 10 µM;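 active = inhibition of aptamer binding above 40%, roughly 3 SD of noise, on plates passing a quality check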;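 also: median bead fluorescence of bound FAM aptamer so fluorescent compounds give negative values; no value below 0 was filed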
Target sequence (P25098 whole entry, looked up): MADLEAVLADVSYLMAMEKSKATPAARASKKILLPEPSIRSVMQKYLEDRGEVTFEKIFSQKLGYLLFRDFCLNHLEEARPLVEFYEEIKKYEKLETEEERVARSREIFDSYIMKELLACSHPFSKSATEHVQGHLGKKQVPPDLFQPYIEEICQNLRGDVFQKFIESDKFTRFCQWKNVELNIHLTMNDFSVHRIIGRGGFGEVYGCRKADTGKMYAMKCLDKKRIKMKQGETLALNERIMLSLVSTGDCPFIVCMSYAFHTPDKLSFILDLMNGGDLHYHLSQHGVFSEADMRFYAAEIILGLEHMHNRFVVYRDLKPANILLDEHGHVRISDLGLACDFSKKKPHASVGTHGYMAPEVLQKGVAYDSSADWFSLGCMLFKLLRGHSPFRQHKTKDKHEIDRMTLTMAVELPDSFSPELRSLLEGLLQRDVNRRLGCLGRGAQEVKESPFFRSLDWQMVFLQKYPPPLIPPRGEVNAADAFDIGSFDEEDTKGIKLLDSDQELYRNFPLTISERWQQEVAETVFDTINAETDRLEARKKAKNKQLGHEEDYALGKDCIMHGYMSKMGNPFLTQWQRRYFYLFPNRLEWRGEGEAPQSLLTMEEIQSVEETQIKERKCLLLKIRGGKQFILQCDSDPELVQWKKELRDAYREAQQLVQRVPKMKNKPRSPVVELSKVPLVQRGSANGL
procasp3 activ – activators of human procaspase-3 D3A mutant, primary screen, biochemical, absorbance, PC-3 D3A mutant, single concentration | Caspase-3 (Homo sapiens), P42574 | recombinant procaspase-3 D3A, Ac-DEVD-pNA absorbance 405 nm | activation, % at 8.5 µM | 330,000 compounds, 0.11% hits;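 active = activation above the mean of all tested compounds plus 3 SD, cut at about 21% in these data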;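 also: 0% = DMSO alone and 100% = DMSO wells spiked with extra 5 µM PC-3 D3A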
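Test system: Procaspase-3 D3A mutant; medium: Zinc-free HEPES/NaCl buffer with 0.01% Triton X-100 at pH 7.4; reagent: DEVD-pNA substrate; doses: one concentration, 8.5 µM nominal, 0.8% DMSO; times: 1 h preincubation plus 2 h reaction at 25 °C; signal: Epi-absorbance at 405 nm of released p-nitroaniline, 0 and 120 min; replicates: singlicate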
core dimer inh – inhibitors of HCV core protein dimerization, primary screen, biochemical, TR-FRET, high-throughput; 300,000 compounds, 0.33% hits; TR-FRET GST/Flag-core106 dimerization, 1536-well; inhibition, % at 5 µM; AID 1899, 2009;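 active = inhibition above the mean of all tested compounds plus 3 SD, set per screening campaign, cut at about 45% in these data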
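Material: Tagged HCV core106 pair (GST and Flag) | Amount: GST-core106 13.5 nM, Flag-core106 17 nM | Medium: KF-containing HEPES buffer, pH 7.45, DTT, CHAPS, BSA | Reagent: Eu donor and XL665 acceptor anti-tag antibodies | Schedule: 4 h at 22.5 °C | Technique: Time-resolved FRET, ex 340 nm, em 617 and 671 nm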
GASC-1 inh – inhibitors of GASC-1 histone demethylase, primary screen, biochemical, fluorescence, DELFIA europium; GST-JMJD2C(1-420) H3K9me3 demethylation; inhibition, % at 2.35 µM; 330,000 compounds, 0.069% hits;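 active = more than half of a compound's replicate wells show inhibition beyond 50%, single wells judged on their own value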;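 also: signal counts dimethyl H3K9 product captured on neutravidin plate; 0% = median of DMSO wells and 100% = 0.3 times that DMSO median; strong numbers were not always called active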
PP5 primary – PP5 phosphatase inhibitors, primary screen, biochemical, fluorescence | inhibition, % at 6.7 µM | purified PP5c, OMFP substrate fluorescence | AID 1987, 2009 | 320,000 compounds, 0.18% hits;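 active = inhibition above the campaign's mean inhibition across all tested compounds plus 3 SD, cut at about 9.5% in these data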;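 also: 0% = DMSO only and 100% = 100 µM cantharidin control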
An asterisk follows results filed as active; · = not tested or not shown.

SMILES	VLA-4 inh	procasp7 counter	PP1 inh	CTSL1 counter	GRK2 aptamer HTS	procasp3 activ	core dimer inh	GASC-1 inh	PP5 primary
Clc1ccc(Nc2cc(-c3ccccc3)nc3ncnn23)cc1	0.1	-3.8	3.5	-0.2	2.0	-2.0	2.5	-11.7	2.0
Cc1ccc(N2CC(C(=O)Nc3ccc(S(=O)(=O)Nc4nccs4)cc3)CC2=O)cc1 (configuration not stated)	26.4	12.2	-2.8	-1.5	0.0	1.5	9.2	0.5	0.2
O=C(CC1C(=O)NCCN1C(=O)Nc1ccccc1)Nc1ccc(F)cc1 (configuration not stated)	3.2	-4.9	2.3	-2.1	0.0	-9.2	-3.8	-6.1	-1.3
CN(Cc1ccccc1)C(=O)c1cccc(NC(=O)C2CCCN(C(=O)OC(C)(C)C)C2)c1 (configuration not stated)	-1.8	2.6	·	·	4.0	5.2	·	-0.4	·
Cc1ccc(Nc2nc3ccccc3n3cnnc23)c(Cl)c1	4.2	4.5	2.3	3.5	0.0	4.7	3.1	-5.2	0.4
Cc1ccc(Cn2c(N3CCCCCC3)nc3c2c(=O)[nH]c(=O)n3C)cc1	2.1	-1.5	0.6	2.1	2.0	8.6	12.1	-6.0	2.1
Cc1cc(O)c(C(C)C)cc1N=Cc1cc([N+](=O)[O-])ccc1O	0.4	-6.4	2.0	-3.3	0.0	-5.1	-5.3	16.1	-0.3
CCc1ccc(CNCCSc2nnnn2C)cc1	-1.2	-2.2	-0.4	2.1	3.0	-12.2	-2.9	3.7	3.5
CCOC(=O)c1sc(NC(=O)CSc2ncccn2)nc1C	12.2	6.3	-3.2	1.7	2.0	-3.5	4.8	-15.6	-0.1
CCc1nccn1C(=O)c1cnn2c(C(F)F)cc(-c3ccccc3)nc12	3.0	-1.3	-2.9	7.6	5.0	7.1	2.3	37.4	-1.4
C/C=C/c1ccc(OCCCNC)c(OC)c1	10.2	9.4	-0.8	1.3	0.0	2.9	-5.5	5.1	-0.3
COc1ccc(-c2noc(COc3ccccc3OC)n2)cc1OC	42.5	8.3	-4.5	-2.8	4.0	-0.5	-1.1	-17.0	-0.1
Cc1ccc(S(=O)(=O)N2[C@@H](c3ccc(Cl)cc3)C(C(=O)O)=CC[C@H]2c2ccc(C(C)C)cc2)cc1	6.0	10.8	2.3	5.2	0.0	0.7	16.4	-57.6	-0.6
CCC(=O)Nc1cccc(NC(=O)c2cccc([N+](=O)[O-])c2C)c1	2.8	-13.1	-1.8	2.9	0.0	7.7	4.2	-2.1	2.8
CN1CCN(C(=O)c2ccccc2NC(=O)C(C)(C)C)CC1	5.2	-9.0	-0.7	5.2	0.0	7.7	-0.1	1.2	0.6
CCOC(=O)c1cn(Cc2ccccc2)c(C(=O)OC(C)(C)C)c1O	19.7	1.6	22.5*	3.6	0.0	4.9	3.3	-2.1	3.5
COc1ccccc1Nc1nc(C2(C)CCC(=O)O2)cs1 (configuration not stated)	14.0	-10.2	-3.1	-0.2	0.0	-1.4	-5.4	1.4	1.0
Cc1cc(NC(=O)c2ccc(N3CCCC3)c([N+](=O)[O-])c2)no1	-0.3	-12.3	0.8	-1.6	4.0	-1.5	48.5*	-7.8	4.8
N#CC1=C(N)SC(N)=C(C#N)C1c1cccc(Oc2ccccc2)c1	-43.0	-29.4	4.7	5.0	0.0	-16.6	18.1	5.1	3.3
COc1cccc(CN2CCNC(=O)C2CC(=O)NCc2cn3cccc(C)c3n2)c1OC (configuration not stated)	-8.1	8.0	3.0	-8.3	1.0	-4.0	-4.4	2.5	0.1
O=c1/c(=C/c2ccccn2)sc2nc3ccccc3n12	9.2	-10.8	4.5	1.7	1.0	-7.7	22.7	2.2	2.4
Cc1cccc(NC(=O)CC2Nc3cccc4cccc(c34)NC2=O)c1 (configuration not stated)	-2.8	-10.2	0.3	1.9	0.0	-7.6	-13.7	51.4*	1.7
Cc1cc(C)c(C#N)c(N2CCOCC2)n1	30.2	-2.2	-2.3	-9.7	0.0	-2.6	1.1	-0.3	2.0
CCCCn1cc([N+](=O)[O-])nc1C	13.9	1.2	-4.0	3.0	0.0	13.4	-2.8	-6.5	-0.8
COc1ccc(N2CCN(C(=O)CSc3nnc4ncccn34)CC2)cc1	2.0	11.4	-2.0	-4.3	0.0	-1.9	-2.8	0.9	-0.7
COc1ccc2[nH]c3c(=O)n(CCCN4CCOCC4)cnc3c2c1	-1.1	-1.6	1.0	2.8	0.0	-1.1	1.7	2.4	1.5
CCc1ccc(-c2cc(C(=O)N3N=C(C(F)F)CC3(O)C(F)F)c3ccccc3n2)cc1 (configuration not stated)	4.4	2.3	-1.7	8.9	0.0	1.0	7.8	6.0	3.8
CCC(C)C(=O)Nc1nc(C)c(-c2csc(Nc3cc(Cl)ccc3OC)n2)s1 (configuration not stated)	13.1	-11.7	-1.1	-0.8	1.0	-2.5	4.9	2.2	1.2
N#Cc1ccccc1Oc1ccc(S(=O)(=O)N2CCCCC2)cn1	5.8	2.7	-0.9	2.8	4.0	2.7	-7.5	0.0	1.8
Cc1ccc(SCCC(=O)Nc2ccccc2C(=O)N2CCOCC2)cc1	-6.2	0.7	-3.4	0.4	0.0	-7.3	-10.1	3.5	1.3
C/C(=N/NC(=O)CNc1ccc(C)cc1)c1ccc(Br)s1	7.5	-10.0	2.6	3.3	0.0	-5.8	3.1	3.0	1.2
CCCCCCC(=O)Nc1nc(C)c(-c2csc(Nc3cccc(OC)c3)n2)s1	·	-16.2	2.7	-3.0	·	-8.9	-64.6	14.2	4.0
Nc1ccc(S(=O)(=O)N2CCc3ccccc32)cc1	20.2	2.7	1.9	-5.1	3.0	2.9	-8.9	-13.2	2.2
CCc1c(C#N)sc(C(N)=O)c1CC	12.1	1.4	-1.3	3.9	1.0	2.6	-0.8	6.6	-0.3
Cc1cccc(N(C(=O)c2snc(C(N)=O)c2N)C(C(=O)NCC2CCCO2)c2ccc(N(C)C)cc2)c1C (configuration not stated)	11.6	-8.3	-4.3	2.5	99.0*	-4.2	10.3	4.1	1.2
O=C(NCCc1nc2ccccc2[nH]1)/C(=C/c1ccc2c(c1)OCO2)NC(=O)c1ccccc1Cl	-34.6	1.6	1.1	2.4	0.0	-2.5	-0.4	-4.4	-0.5

Three neighbouring entries from above, for reference:
SMILES	VLA-4 inh	procasp7 counter	PP1 inh	CTSL1 counter	GRK2 aptamer HTS	procasp3 activ	core dimer inh	GASC-1 inh	PP5 primary
CCC(C)C(=O)Nc1nc(C)c(-c2csc(Nc3cc(Cl)ccc3OC)n2)s1 (configuration not stated)	13.1	-11.7	-1.1	-0.8	1.0	-2.5	4.9	2.2	1.2
N#Cc1ccccc1Oc1ccc(S(=O)(=O)N2CCCCC2)cn1	5.8	2.7	-0.9	2.8	4.0	2.7	-7.5	0.0	1.8
Cc1ccc(SCCC(=O)Nc2ccccc2C(=O)N2CCOCC2)cc1	-6.2	0.7	-3.4	0.4	0.0	-7.3	-10.1	3.5	1.3

Back to the main list with the two entries that preceded the break.
SMILES	VLA-4 inh	procasp7 counter	PP1 inh	CTSL1 counter	GRK2 aptamer HTS	procasp3 activ	core dimer inh	GASC-1 inh	PP5 primary
Cc1cccc(N(C(=O)c2snc(C(N)=O)c2N)C(C(=O)NCC2CCCO2)c2ccc(N(C)C)cc2)c1C (configuration not stated)	11.6	-8.3	-4.3	2.5	99.0*	-4.2	10.3	4.1	1.2
O=C(NCCc1nc2ccccc2[nH]1)/C(=C/c1ccc2c(c1)OCO2)NC(=O)c1ccccc1Cl	-34.6	1.6	1.1	2.4	0.0	-2.5	-0.4	-4.4	-0.5
O=S(=O)(c1ccc(Cl)cc1)N1CCC(N2CCOCC2)CC1	-11.0	4.2	-0.8	0.9	4.0	10.6	9.8	3.7	1.5
Cc1ccc(S(=O)(=O)/N=C(/c2ccccc2)N2CCOCC2)cc1	10.0	-2.6	-0.8	1.8	0.0	3.5	-3.0	5.7	4.0
C=CCn1c(SCc2ccc(Cl)c(Cl)c2)nnc1C(CO)NC(=O)c1ccc(OC)cc1 (configuration not stated)	20.0	9.4	-4.6	0.6	0.0	-4.8	4.7	-2.1	2.1
Cc1nnc2n(Cc3ccccc3)c(=O)c3c4c(sc3n12)COC(C(C)C)C4 (configuration not stated)	2.4	2.3	0.0	0.7	1.0	-2.8	21.7	-2.0	1.0
CC(C)(Oc1ccc(Cl)cc1)C(=O)N1CCC(C(N)=O)CC1	5.3	14.5	3.3	1.7	3.0	6.5	1.9	-0.7	-1.5
CCCCOc1ccc(NC(=O)CSc2cccc3cccnc23)cc1	8.3	-10.5	-0.7	4.6	0.0	-4.5	18.6	3.9	4.6
N#Cc1cc(Cl)c(NCC2CCCO2)cc1C#N (configuration not stated)	-5.9	-3.5	-2.5	4.5	0.0	-6.8	-4.9	-2.6	2.2
CCN(C(=O)CSc1nnc(COc2cccc(C)c2)o1)c1nc(C)cs1	-1.1	-2.2	-6.4	-0.2	0.0	1.6	7.3	-7.5	0.6
Cc1c(NC2=C(Cl)C(=O)N(c3ccccc3Cl)C2=O)c(=O)n(-c2ccccc2)n1C	1.6	-23.7	1.0	-0.2	18.0	-13.5	17.9	1.0	0.1
CC(=O)Nc1ccccc1NC(=O)c1ccccc1	-2.1	5.5	-9.3	6.2	0.0	2.0	-12.4	-20.9	-1.1
CN(Cc1ccon1)C(=O)c1ccc2nc(Cc3cccc(Cl)c3)oc2c1	24.1	0.1	1.6	0.9	4.0	8.3	-13.4	-2.4	1.3
Cc1nn(-c2ccccc2)c2c1C(c1ccc([N+](=O)[O-])cc1)C(C#N)=C(N)O2 (configuration not stated)	7.3	16.4	2.0	-3.0	0.0	-1.2	-1.2	-1.0	-0.2
COc1ccc(C(C)=O)cc1COc1ccccc1[N+](=O)[O-]	-9.1	4.7	3.5	1.3	0.0	-3.5	4.0	-23.2	-1.0
Cc1noc(C)c1C(=O)N1CCOCC1	-5.4	-6.3	-0.4	-2.4	0.0	-0.9	-4.2	-1.6	3.2
O=C(Nc1nc2ccccc2n1Cc1ccc(Cl)cc1)c1ccco1	8.0	0.8	5.9	1.3	2.0	1.4	12.9	1.5	-0.9
O=C(CSc1nnc(CNc2ccccc2)o1)N1CCc2ccccc21	-14.1	4.6	-4.3	5.2	4.0	-3.5	2.6	-2.6	0.3
